From PubChem
Yeast superoxide = reduction of superoxide in aged yeast, primary screen, HTS | superoxide response (% of plate mean), % at 10 µM | AID 2690, 2010 | 330,000 tested, 0.18% active | S. cerevisiae aged cells, superoxide DHE fluorescence; active compounds read low;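 active = superoxide response under a set limit, about three screen SD below normal, cut at about 65% in these data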;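 note: yeast aged for seven days with compound at 30 °C before DHE staining; 100% = average MFI of all compound-treated wells on the plate with controls excluded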
Fam108B counter = mouse Fam108B serine hydrolase inhibitors, primary screen, counter-screen for RBBP9 inhibitor project, biochemical, fluorescence polarization; recombinant Fam108B, FP-Rh probe fluorescence polarization; inhibition, % at 9.51 µM; 300,000 tested, 0.33% active;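 active = inhibition above the screen mean inhibition plus 3 SD, computed separately per campaign, cut at about 18% in these data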;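 note: inhibitors lower polarization as less probe binds the enzyme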
GLD-1 TGE inh = GLD-1/TGE RNA complex disruptors, primary screen, biochemical, fluorescence polarization | Female germline-specific tumor suppressor gld-1 (Caenorhabditis elegans), Q17339 | purified GLD-1 + fluorescein TGE RNA | inhibition, % at 5.96 µM | 320,000 tested, 0.44% active;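 active = percent inhibition above a per-plate cutoff, the plate mean of test compounds plus 3 SD, cut at about 30% in these data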;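 note: 0% = DMSO wells with GLD-1 and probe and 100% = wells lacking GLD-1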
Target sequence (Q17339 whole entry, looked up): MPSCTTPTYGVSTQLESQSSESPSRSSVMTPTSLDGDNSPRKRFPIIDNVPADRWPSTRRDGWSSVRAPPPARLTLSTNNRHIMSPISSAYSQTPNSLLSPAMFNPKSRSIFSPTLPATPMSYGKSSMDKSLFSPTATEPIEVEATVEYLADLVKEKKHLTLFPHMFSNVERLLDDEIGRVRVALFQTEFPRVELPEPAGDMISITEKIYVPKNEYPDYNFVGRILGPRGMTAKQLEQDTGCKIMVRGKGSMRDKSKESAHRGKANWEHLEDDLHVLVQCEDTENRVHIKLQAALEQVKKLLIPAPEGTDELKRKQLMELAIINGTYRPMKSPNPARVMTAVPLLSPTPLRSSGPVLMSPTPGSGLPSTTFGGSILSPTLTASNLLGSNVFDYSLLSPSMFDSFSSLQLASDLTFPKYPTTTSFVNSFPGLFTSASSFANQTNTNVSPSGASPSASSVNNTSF
MEX-5 binding = MEX-5 zinc finger RNA-binding disruptors – biochemical, C. elegans, fluorescence polarization, MLPCN library, primary screen; Zinc finger protein mex-5 (Caenorhabditis elegans), Q9XUB2; MEX-5/FITC-TCR2 RNA binding; active compounds read low; activity score (negative = inhibition of binding), % at 10 µM; 300,000 tested, 0.38% active; AID 1832, 2009;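 active = inhibition past about -25% in most replicates, and total fluorescence under double the plate's negative control median, limit read from the data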;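 note: 0% = DMSO and -100% = 5 µM competing unlabeled TCR2 RNA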
Bcl-xL primary = inhibitors of human Bcl-xL, primary screen, biochemical, fluorescence polarization, HTS | Bcl-2-like protein 1 (Homo sapiens), Q07817 | GST-Bcl-xL / FITC-Bim BH3 peptide fluorescence polarization | inhibition, % at 10.9 µM | 320,000 tested, 0.7% active | AID 2129, 2009;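 active = inhibition above the mean of all tested compounds plus 3 SD, cutoff set per campaign, cut at about 30% in these data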;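 note: 0% = DMSO wells and 100% = unlabeled Bim-BH3 peptide competitor; inhibitors lower millipolarization by displacing the labeled peptide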
Target sequence (Q07817 whole entry, looked up): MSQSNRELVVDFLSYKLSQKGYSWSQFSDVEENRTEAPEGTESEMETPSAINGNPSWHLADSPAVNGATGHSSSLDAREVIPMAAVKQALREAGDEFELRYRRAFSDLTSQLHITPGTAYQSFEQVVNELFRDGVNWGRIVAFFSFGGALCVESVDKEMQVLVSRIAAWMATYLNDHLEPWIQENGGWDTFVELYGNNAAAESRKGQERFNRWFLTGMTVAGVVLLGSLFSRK
MCL1-BIM inh = inhibitors of MCL1 binding to BIM-BH3, primary screen, biochemical, fluorescence polarization. Induced myeloid leukemia cell differentiation protein Mcl-1 (Homo sapiens), Q07820. GST-MCL1 / FITC-Bim-BH3 fluorescence polarization. inhibition, % at 10.9 µM. 320,000 tested, 0.68% active;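 active = inhibition above the mean inhibition of all tested compounds plus 3 SD, set per campaign, cut at about 40% in these data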;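 note: 0% = DMSO wells and 100% = unlabeled Bim-BH3 peptide control; higher means more loss of mP so more displacement of Bim peptide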
Target sequence (Q07820 whole entry, looked up): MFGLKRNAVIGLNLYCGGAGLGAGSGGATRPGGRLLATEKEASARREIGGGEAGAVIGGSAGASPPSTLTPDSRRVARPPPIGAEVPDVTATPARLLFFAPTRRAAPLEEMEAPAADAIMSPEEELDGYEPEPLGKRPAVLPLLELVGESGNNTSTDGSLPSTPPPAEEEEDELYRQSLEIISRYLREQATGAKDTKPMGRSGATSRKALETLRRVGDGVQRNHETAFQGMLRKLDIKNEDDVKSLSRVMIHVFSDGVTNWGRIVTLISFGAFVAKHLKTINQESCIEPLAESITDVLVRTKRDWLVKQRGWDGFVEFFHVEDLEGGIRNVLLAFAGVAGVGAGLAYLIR
Efflux pump mplx = inhibitors of Candida efflux pumps in yeast, primary screen, S. cerevisiae, Nile Red, multiplex. inhibition, % at 10 µM. AID 485275, 2010. S. cerevisiae Candida pump triplex. 330,000 tested, 0.44% active;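 active = plate passing quality check with inhibition over a set limit, or well fluorescence over plate mean plus 4 SD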;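 note: Nile Red retained in pooled yeast measured as flow cytometry median fluorescence; 0% = buffer negative control and 100% = Enniatin B positive control; higher means more Nile Red kept so more efflux inhibition; some compounds called inactive have numbers as strong as hits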
ZTA counter = ZTA (EBV) inhibition in EBNA-1 counter-screen. P03206. ZTA-DNA binding, fluorescence polarization. inhibition, % at 11 µM. 320,000 tested, 0.15% active. AID 2234; in the data active = inhibition above about 33%
EBNA-1 inh = EBNA-1 DNA-binding inhibitors, primary screen, biochemical, fluorescence polarization | 300,000 tested, 0.34% active | inhibition, % at 14.8 µM | AID 1950, 2009; in the data active = inhibition above about 28%
* hit, by the source's call; nt = not tested or not shown; & = joins results of further samples.

molecule	Yeast superoxide	Fam108B counter	GLD-1 TGE inh	MEX-5 binding	Bcl-xL primary	MCL1-BIM inh	Efflux pump mplx	ZTA counter	EBNA-1 inh
O=C(Cn1cc([N+](=O)[O-])cn1)NCCc1nc2ccccc2[nH]1	74	-1	-5	0.6	-3	1	-0.1	-1	-1
Cc1ccc(C(=O)Nc2nc(=O)[nH]s2)cc1	93&95	-1&0	-2&2	0.7&-0.8	4&0	5&-9	0.0&-0.2	-19&-16	-4&3
COc1cccc(CNC(=O)c2ccc(N3CCOCC3)c([N+](=O)[O-])c2)c1	101	1	1	0.0	7	0	0.0	-6	2
NC(=O)CCS(=O)(=O)c1ccccc1	107	-1	2	0.1	5	5	0.2	-8	-1
Cc1ccc2c(CC(=O)NNC(=O)c3ccccc3O)coc2c1	88	0	-2	0.3	3	8	-0.1	7	-3
O=C1CC(N2CCN(c3nc4ccccc4s3)CC2)C(=O)N1Cc1cccs1 (centres undefined)	98	2	5	0.8	2	-2	-0.1	9	7
CC1=C(C)Cc2c(OC(=O)c3ccccc3)ccc(OC(=O)c3ccccc3)c2C1	121	-3	5	2.0	1	0	-0.1	-9	-12
CCc1ccc2c(c1)C1(NN=C(c3ccc(C)cc3)S1)C(=O)N2 (centres undefined)	105	13	0	-12	11	4	0.1	-1	-1
COc1ccc(/C=C/C(=O)Nc2cc(F)ccc2C)cc1S(=O)(=O)N1CCOCC1	93	5	0	0.5	-4	12	-0.2	-13	5
O=C(c1ccc2c(c1)N(Cc1ccccc1)C(=O)c1ccccc1S2)N1CCCC1	96	9	-2	-0.3	1	0	-0.2	-20	-13
Cc1cccc(-n2c(O)c(C=NC3CCS(=O)(=O)C3)c3ccccc3c2=O)c1C (centres undefined)	114	-2	5	-4.2	1	-4	0.0	7	5
CC1=CC(C)(C)Nc2ccc(OC(=O)c3cccnc3)cc21	92	1	2	4.4	2	3	0.2	-17	-13
O=C(Cn1cnc2ccccc21)N/N=C/C(Br)=C/c1ccccc1	94	-2	9	-3.4	0	-3	0.0	12	-8
O=C(O)c1ccc(Cn2nnc3sc4c(c3c2=O)CCCC4)cc1	89	4	9	-0.7	15	20	0.2	5	2
CCOC(=O)Cn1c(=N)n(Cc2ccccc2F)c2ccccc21	145	2	-8	nt	-1	0	0.0	-6	8
COC(=O)c1ccc2c(=O)n(Cc3ccc4c(c3)OCO4)c(=S)[nH]c2c1	102	-6	-2	-1.8	8	6	0.0	0	-1
CCCc1ccc(C2C3=C(CC(C)(C)CC3=O)NC3=C2C(=O)c2ccccc23)cc1 (centres undefined)	87	24*	6	-1.1	4	-1	0.1	3	-2
O=C1C=C(c2cccc(O)c2)CCC1	103	1	4	-0.9	3	4	0.0	16	16
COc1ccc(CC(NC(C)=O)C(=O)NC2CCN(c3nc(C)cc(C)c3C#N)CC2)cc1OC (centres undefined)	99	-3	-4	-2.0	-1	-7	0.1	-20	-10
Cc1ccc(C(=O)c2ccccc2C(=O)OCC(=O)NCC2CCCO2)cc1 (centres undefined)	95	2	10	-3.0	6	8	-0.1	-11	2
Cc1ccc(S(=O)(=O)N2CCOCC2)cc1C(=O)Nc1cccc(S(=O)(=O)N2CCCC2)c1	89	-1	5	-1.4	4	4	0.1	5	2
Nc1nonc1-n1nnc(C(=O)N/N=C/c2ccccc2F)c1CN1CCc2ccccc21	100	6	3	1.5	8	6	0.3	-3	-6
CCN(CC)S(=O)(=O)c1ccc(N2CCCCC2)c(NC(=O)/C=C/c2cc(OC)c(OC)c(OC)c2)c1	98	-3	-3	-0.2	2	1	-0.4	6	13
CCN(CC)CCCNCC(=O)Nc1ccc(OC)c(Cl)c1	94	0	8	-1.8	2	1	0.0	8	2
COc1ccc2nc(NC(=O)c3sc4nc(C)cc(C)c4c3N)sc2c1	116	-4	-3	-5.0	4	0	0.0	7	-14
Cc1nc(-c2cccc3ccccc23)ccc1C(=O)O	104	1	-2	1.4	4	10	0.0	14	7
CC(=O)c1cccc(NC(=O)c2oc(C)nc2C)c1	74	2	-2	0.6	-1	5	0.0	-2	5
CN(C)C1(CNC(=O)C2CCN(S(=O)(=O)c3c(Cl)cccc3Cl)CC2)CCCCC1	103	1	-4	0.5	1	-6	0.0	-3	5
O=C1/C(=C/c2ccncc2)Oc2cc(OS(=O)(=O)c3ccccc3)ccc21	111	-2	5	-4.1	2	3	-0.2	16	8
O=C(NNc1ccc(-c2csnn2)cc1)c1cc(Cl)cc(Cl)c1	107	1	7	-2.2	9	0	0.1	-12	-5
CC(C)C[C@@H](COc1ccccc1)N1CCN(Cc2ccccc2)CCC1=O	89	-2	-2	-0.7	4	8	-0.2	-12	-1
NC(=O)C1CCN(C(=O)CCNS(=O)(=O)c2cc(Br)cnc2N)CC1	105	0	0	-1.3	7	0	0.1	15	1
Clc1ccc(N2CCN(Cc3ccc(Br)o3)CC2)cc1	99	-1	0	-3.1	5	13	-0.1	-6	-3
Cc1cc(C)n(CCC(=O)N=Nc2c(O)[nH]c3ccccc23)n1	106	0	5	-1.3	4	4	0.0	-2	-4
CN(NS(=O)(=O)c1ccccc1)c1nc2ccccc2nc1C(F)(F)F	90	0	2	-1.6	6	8	0.1	19	7
O=C1c2ccccc2C(=Nc2ccccc2)C1c1cccc(Br)c1 (centres undefined)	129	2	2	nt	4	5	-0.2	1	9
Cc1nn(-c2ccccc2)nc1C(=O)Nc1nnc(C(F)(F)F)s1	99	-6	7	-1.2	1	5	0.0	11	-3
Cc1cc(N2CCOCC2)nc(SCC(=O)c2ccc(Cl)cc2)n1	100	-3	7	-1.1	1	0	-0.3	-2	-10
COc1ccc(NC(C)=O)cc1C#N	89	1	3	0.1	5	6	-0.1	7	-17
O=C(Nc1ccccc1Br)C1CCC(=O)N1Cc1ccccc1Cl (centres undefined)	130	-8	-4	0.9	2	-2	0.3	13	-9
NC(=NCCc1ccccc1)NS(=O)(=O)c1ccc(F)cc1	88	1	-7	-1.2	0	-1	0.1	-12	3
COc1ccc(NC2CCCN(C(=O)c3csc(C)n3)C2)cc1 (centres undefined)	97	-3	-1	-0.6	-3	-2	0.2	14	2
CSc1ncccc1C(=O)NCC(=O)Nc1ccc(F)c(F)c1	99	-3	2	0.2	0	-7	0.0	-3	7
C=CCNC(=O)COC(=O)c1ccccc1C(=O)N(C)C1CCCCC1	89	5	9	1.7	-1	-1	-0.1	-2	-5
O=C(CSc1nnc(CNC(=O)c2ccccc2)o1)Nc1nccs1	105	0	4	-2.6	6	9	-0.2	-17	4
O=S(=O)(Nn1cnnc1)c1ccc(F)cc1	100	0	12	0.8	0	4	0.2	-1	-9
CCOC(=O)c1ccccc1NC(=O)c1cccc2c1C(=O)N(C1CCN(C(=O)OCC)CC1)C2	96	0	1	4.2	2	5	0.1	-2	7
CCC1CCCCN1CCCNC(=O)CCC(=O)N1CC(C)Oc2ccccc21 (centres undefined)	136	-5	2	-0.7	-2	11	0.1	-8	-2
CC(=O)NCCC(=O)Nc1nc(-c2ccccc2Cl)cs1	89	4	-5	3.4	-8	-1	0.3	1	2
O=C(CN1C(=O)c2cccnc2Oc2ccc(Cl)cc21)NCCC1=CCCCC1	95	0	4	0.3	3	2	0.2	5	-4
O=C1CCC(=O)N1CC(=O)N(c1ccccc1)c1ccccc1	97	1	0	0.6	2	4	0.0	1	-3
Cc1csc(NC(=O)CSc2nnnn2C)n1	101	3	3	-3.6	-1	2	-0.1	8	-7
CCOC(=O)c1c(C)[nH]c(C(=O)COC(=O)c2cnc(C)cn2)c1C	83	2	-3	0.0	-1	-10	0.1	15	7
CCOC(=O)N1CCC(NC(=O)Cn2c3c(c(-c4ccccc4Cl)cc2=O)CCC3)CC1	111	-4	6	-1.8	2	0	-0.2	16	12
Cc1c(C(=O)OCC(=O)c2ccc3c(c2)OCCO3)oc2ccccc12	92	-6	5	0.7	6	5	0.0	3	-1
CCNc1nc(NC(C)C)nc(ON=C(C)C)n1	94	0	2	-1.5	-1	4	-0.1	2	-2
O=C(Nc1ccc(F)cc1)C1CCC(CNc2c(N3CCCCC3)c(=O)c2=O)CC1 (centres undefined)	96	4	2	-1.0	2	3	-0.1	-2	2
Cc1cc(N2CCN(c3ccccc3Cl)CC2)n2cc(-c3ccccc3)nc2n1	99	-8	9	0.5	8	8	-0.1	8	6
CCCCN(C(=O)NC(=O)C1=C(N2CCOCC2)/C(=C/c2ccccc2)CC1)S(C)(=O)=O	108	-1	16	0.9	2	7	0.0	-6	-13
CC1(C(=O)NCCc2c[nH]c3ccccc23)C=CCN1C(=O)c1ccccc1 (centres undefined)	100	-1	-7	-0.1	2	-3	-0.1	-4	7

The list continues.
molecule	Yeast superoxide	Fam108B counter	GLD-1 TGE inh	MEX-5 binding	Bcl-xL primary	MCL1-BIM inh	Efflux pump mplx	ZTA counter	EBNA-1 inh
O=C(COC(=O)CNC(=O)c1ccccc1)Nc1ccc(F)c([N+](=O)[O-])c1	103	-1	0	3.9	2	5	-0.1	2	3
O=C(CS)Nc1ccc2ccccc2c1	96	3	-6	-0.8	3	6	0.2	-1	-10
CCn1c(O)c(/C=C/C=C/C=Nc2ccccc2)sc1=S	99	-13	3	1.4	3	6	-0.1	14	-1
CCOC(=O)c1c(C)[nH]c(C(=O)COC(=O)/C=C/c2cccc(OC)c2OC)c1C	114	-2	4	-0.8	5	9	0.0	-12	5
CCOC(=O)c1[nH]c(=O)[nH]c1COC(=O)c1cc2ccccc2o1	120	3	6	-5.3	-3	-9	0.0	-5	-2
CCN(CC)C(NC(=O)Cc1ccccc1)C(Cl)(Cl)Cl (centres undefined)	100	-3	-5	-0.3	8	-6	0.1	10	0
COc1cccc(NC(=S)N2CCc3cc(OC)c(OC)cc3C2)c1	85	0	3	-2.2	-1	-3	-0.1	48*	-5
Cc1cc(N/N=C2\CC(C)CC(C)(C)C2)nc2ccccc12 (centres undefined)	106	7	-2	-2.4	2	-1	-0.2	10	1
COC(=O)Cc1ccc(NC(=S)NCCSc2ccc(C)cc2)cc1	93	-2	4	-2.7	4	10	-0.2	18	7
Cc1cccc(CN2CCN(C(C)C(=O)NC(C)c3ccccc3)CC2)c1 (centres undefined)	104	2	-6	-2.4	4	4	0.5	-9	-12
CCOC(=O)c1nnn(-c2nonc2-n2cccc2)c1CN1CCC(C)CC1	100	-1	0	3.4	3	1	0.1	-3	10
COC(=O)c1ccccc1NC(=O)c1cnn2c(C(F)F)cc(C3CC3)nc12	104	0	0	1.6	4	3	0.1	-1	-3
C=CCn1c(SCC(=O)Nc2c(C)n(C)n(-c3ccccc3)c2=O)nc2ccccc2c1=O	92	nt	3	nt	4	0	0.0	-1	nt
CC1CCCCC1NC(=O)Cn1c(=O)oc2cc(S(=O)(=O)N3CCCC3)ccc21 (centres undefined)	111	-2	-7	0.3	1	-5	0.5	-3	-3
